# From PubChem BioAssay
# HTR5A ag = HTR5A agonists in luminescence cell assay, primary screen, counter-screen for OPRM1-OPRD1 heterodimer agonist project, full-deck HTS | 5-hydroxytryptamine receptor 5A (Homo sapiens), P47898 | cell-based | activation, % at 9.3 µM | 340,000 compounds, 0.61% hits; in the data active = activation mostly above about 9.5%, no sharp cut-off; inactive = mostly below about 7.6%;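 also: 0% = cells with vehicle only and 100% = reference agonist; strong numbers were not always called active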
# DAGLB inh = DAGLB lipase inhibitors, primary screen, biochemical, fluorescence, HTS; Diacylglycerol lipase-beta (Homo sapiens), Q8NCG7; HEK293T DAGLB membrane lysate, EnzChek fluorogenic substrate; inhibition, % at 5.17 µM; 340,000 compounds, 0.059% hits; in the data active = inhibition above about 34%;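 also: 0% = enzyme with vehicle and 100% = wells lacking enzyme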
# Mot1-301 SUMO = yeast Mot1-301 growth rescue at high temperature, primary screen, SUMOylation pathway inhibitor project, S. cerevisiae, ATP luminescence, 38.5C; AID 2716, 2010; S. cerevisiae Mot1-301 growth rescue; percent above DMSO median, 100 means doubled; 320,000 compounds, 1% hits; growth rescue, % at 18.8 µM;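 active = every valid replicate shows activation above 250% relative to neutral control wells; inactive = the rest, any valid replicate at or below 250%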;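 also: OY570 slx delta 5 strain wells were the positive control but not used for scaling; some compounds called inactive have numbers as strong as hits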
# AddAB inh = growth inhibition of E. coli expressing H. pylori AddAB, primary screen, AddAB inhibitor project, absorbance; 330,000 compounds, 0.29% hits; AID 435030, 2010; inhibition, % at 11.9 µM; in the data active = inhibition above about 12%;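 also: 0% = vehicle wells of infected cells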
# E coli growth = E. coli V3065 growth inhibition, primary screen, counter-screen for AddAB inhibitor project, absorbance, OD600; inhibition, % at 11.9 µM; 18 h; AID 449728, 2010; 330,000 compounds, 0.27% hits;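 active = inhibition above the campaign's mean inhibition across all tested compounds plus 3 SD, cut at about 9.9% in these data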;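 also: uninfected addAB+ strain grown without phage in ampicillin broth; 0% = DMSO wells and 100% = ciprofloxacin 0.95 µg/ml wells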
# CDK5 inh = inhibitors of human CDK5/p35 kinase, primary screen, biochemical, single concentration | Recombinant CDK5/p35, ADP-Glo luminescence, 60 min | inhibition, % at 10 µM | 330,000 compounds, 0.01% hits | AID 488839, 2010;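 active = highest replicate inhibition of at least 50% and at least 75% of replicates reaching 50%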;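 also: plate controls were DMSO neutral control for no effect and GW8510 at 10 µM for full effect; many of its hits are not listed in these tables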
# Target sequence (Q00535 whole entry, looked up): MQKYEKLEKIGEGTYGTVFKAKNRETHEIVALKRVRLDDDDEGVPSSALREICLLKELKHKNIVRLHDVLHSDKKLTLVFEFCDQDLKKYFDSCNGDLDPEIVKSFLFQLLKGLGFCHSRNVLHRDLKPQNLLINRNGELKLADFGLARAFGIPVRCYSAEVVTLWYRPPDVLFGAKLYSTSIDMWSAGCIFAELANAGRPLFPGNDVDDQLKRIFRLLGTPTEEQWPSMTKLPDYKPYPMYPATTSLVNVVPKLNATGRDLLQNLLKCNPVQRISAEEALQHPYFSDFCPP
# Target sequence (Q15078 whole entry, looked up): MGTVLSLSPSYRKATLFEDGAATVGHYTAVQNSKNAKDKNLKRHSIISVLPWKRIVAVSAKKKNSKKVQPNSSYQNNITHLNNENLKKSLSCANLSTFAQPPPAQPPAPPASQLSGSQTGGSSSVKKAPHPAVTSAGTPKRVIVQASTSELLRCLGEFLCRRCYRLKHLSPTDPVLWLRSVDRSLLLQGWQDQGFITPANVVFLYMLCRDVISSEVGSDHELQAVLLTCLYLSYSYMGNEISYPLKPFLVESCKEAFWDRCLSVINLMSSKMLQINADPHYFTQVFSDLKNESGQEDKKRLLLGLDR
# Tat export inh = E. coli Tat export inhibitors, primary screen, MC4100, TorA-mCherry reporter, fluorescence, single point; 340,000 compounds, 0.036% hits; inhibition, % at 10 µM; AID 488895, 2010;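 active = mean replicate inhibition at least 50% and at least half of replicates individually reaching 50%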;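 also: exported cargo escapes ClpAP degradation while cytoplasmic cargo is degraded and loses fluorescence; 0% = median of neutral control wells and 100% = median of NaSCN control wells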
# phage Ecoli inh = growth loss of phage-infected E. coli, primary screen, RecBCD inhibitor project, absorbance, with phage, HTS. inhibition, % at 11.9 µM. 360,000 compounds, 0.26% hits; in the data active = inhibition above about 11%
# PKA-R1A act = activators of PKA-R1A holoenzyme, primary screen, biochemical, fluorescence polarization, Cy5-IP20, bovine R1A, mouse PKAc. cAMP-dependent protein kinase type I-alpha regulatory subunit (Bos taurus) + …. PKA-R1A dissociation; scaled: DMSO 0%, 113 µM cGMP 100%. activation, % at 11.4 µM. 340,000 compounds, 0.083% hits. AID 504707, 2011;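 active = percent activation above the mean of all tested compounds plus 3 SD, cut at about 19% in these data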;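 also: higher means more PKAc released from R1A so a rise in polarization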
# HTR5A inv ag = HTR5A inverse agonists in luminescence cell assay, primary screen, counter-screen for OPRM1-OPRD1 heterodimer inverse agonist project, full-deck HTS; HTR5A cell line, inverse agonism; inhibition, % at 9.3 µM; 340,000 compounds, 0.083% hits; AID 504634, 2011; in the data active = inhibition mostly above about 23%, no sharp cut-off; inactive = mostly below about 18%;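 also: 0% = cells with DMSO and 100% = no-cell wells with DMSO; some compounds called inactive have numbers as strong as hits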
# PKA-R2B activ = activators of PKA-R2B holoenzyme, primary screen, biochemical, fluorescence polarization, Cy5-IP20, human | activation, % at 11.4 µM | 340,000 compounds, 0.079% hits | AID 504700, 2011 | PKA-R2B holoenzyme dissociation; R2B truncated from residue 108, S112A mutant; 0% DMSO only, 100% 113 µM cGMP | cAMP-dependent protein kinase catalytic subunit beta (Homo sapiens) + cAMP-dependent …;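 active = activation above a cutoff set at the mean over all compounds plus 3 SD, cut at about 18% in these data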;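 also: higher means more holoenzyme dissociation and a rise in polarization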
# Target sequence (P31323 whole entry, looked up, other chains not shown, the tested form may be a part): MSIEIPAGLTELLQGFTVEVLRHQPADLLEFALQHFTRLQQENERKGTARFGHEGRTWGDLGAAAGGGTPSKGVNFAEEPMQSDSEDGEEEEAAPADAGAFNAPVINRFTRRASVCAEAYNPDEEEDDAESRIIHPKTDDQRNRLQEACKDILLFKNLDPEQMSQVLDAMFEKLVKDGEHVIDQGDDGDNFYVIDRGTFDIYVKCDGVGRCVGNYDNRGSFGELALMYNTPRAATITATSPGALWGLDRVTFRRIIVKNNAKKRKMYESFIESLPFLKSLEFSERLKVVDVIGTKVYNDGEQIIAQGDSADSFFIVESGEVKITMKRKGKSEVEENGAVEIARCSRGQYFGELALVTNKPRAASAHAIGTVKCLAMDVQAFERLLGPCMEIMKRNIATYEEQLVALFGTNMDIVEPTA
# Numbers without * were called inactive; / = not tested or not shown; & = joins results of further samples.
SMILES,HTR5A ag,DAGLB inh,Mot1-301 SUMO,AddAB inh,E coli growth,CDK5 inh,Tat export inh,phage Ecoli inh,PKA-R1A act,HTR5A inv ag,PKA-R2B activ
CC(C)(C)n1nnnc1C(c1ccccn1)N1CCN(C(c2ccccc2)c2ccccc2)CC1 (stereo not given),6,-4,-5,-2.7,1.3,-2.6,0,1.9,2,-15,6
CCc1nnc(NS(=O)(=O)c2ccc(NC(=O)c3cc(Cl)ccc3OC)cc2)s1,4,2,-7,-1.0,2.0,-0.5,4,1.7,2,-16,-1
Cc1ccc(C)c(NC(=O)CN(C)C(=O)c2cc(C3CC3)nn2-c2ccccc2)c1,4,-2,-26,1.9,1.4,-0.8,-1,2.5,5,13,1
CC(=O)c1cccc(S(=O)(=O)N2CCC(C(=O)Nc3cccc(C(=O)NC4CC4)c3)CC2)c1,-6,-1,-9,-0.3,-3.3,-0.7,4,1.5,0,16,-3
O=C(Nc1ccccc1)/C(=C\c1ccc2c(c1)OCO2)NC(=O)c1ccco1,4,2,1,-0.8,-6.6,-1.1,12,2.5,-5,-22,-6
COc1cc(C(=O)Nn2cnnc2)ccc1OC(F)F,1,1,146,1.3,0.3,-0.2,-3,0.2,3,-3,-2
CCC(=O)c1ccc(OCC(=O)OCC(=O)NCCC2=CCCCC2)cc1,-5,2,-15,-1.1,-1.6,2.5,7,4.4,-13,13,-9
Cc1ccc(S(=O)(=O)CCC(=O)OCC(=O)NCCc2ccc(F)cc2)cc1,0,0,-11,-1.2,-0.7,-1.4,6,4.0,4,0,-7
CC(=O)NC(Cc1ccc(F)cc1)C(=O)NC1CCN(C(=O)Nc2ccc(F)cc2)CC1 (stereo not given),0,2,3,0.3,-0.9,-1.3,-5,0.1,-4,1,5
Cc1ccc2[nH]c(=S)cc(C)c2c1,-2,0,-15,1.0,-0.2,0.8,4,2.0,-7,-17,1
COc1ccc(NC(=O)C2=CN3CCS(=O)(=O)N=C3C=C2)c(OC)c1,-2,5,57,0.7,-1.2,2.1,-3,-0.6,3,5,8
O=C(NC1c2ccccc2-c2ccccc21)c1ccccc1,-4,0,-10,0.1,0.2,-2.3,-5,1.2,-9,-5,9
CC1CCC(NC(=O)C(C)N2C(=O)C3CCCCC3C2=O)CC1 (stereo not given),-1,-1,1,-0.4,-0.7,1.8,7,1.4,-2,2,-9
C[C@H]1C(=O)N(C)CCN1Cc1cn(C)nc1-c1ccc(Oc2ccccc2)cc1,0,0,2,0.0,2.8,-0.9,4,4.8,-15,0,-2
COc1ccc2c(c1)c(C(=O)O)c(C)n2-c1ccc(Cl)cc1,1,-1,21,0.6,-2.2,0.3,-4,1.7,5,-3,-9
CCOC(=O)c1noc(C)c1C(=O)Nc1nccs1,-14,-1,6,-0.7,-1.2,3.0,1,1.7,2,7,-13
CC(=O)Oc1ccccc1-c1nc(C)nc(N(C)C(C)=O)n1,4,-1,-13,2.0,-0.2,-0.8,-1,-1.3,-6,9,-5
Cc1ccc(-n2c(=O)c3ccccc3n(CC(=O)NCc3ccco3)c2=O)cc1,0,1,27,2.1,3.3,-3.0,4,3.7,-2,-1,9
Cc1oc2cc(O)ccc2c(=O)c1Oc1ccccc1Br,4,-4,11,-2.0,-1.9,-1.8,0,3.5,0,-11,1
COc1ccccc1N1CCN(C(=O)c2cccc(NC3=NC4CS(=O)(=O)CC4S3)c2)CC1 (stereo not given),-6,-1,-6,4.2,-1.1,1.7,0,1.0,-7,19,-8
Cc1ccc(C(c2nnnn2CS(=O)(=O)c2ccc(C)cc2)N2CCCC2)cc1 (stereo not given),2,-14,13,2.9,2.7,-2.7,0,4.6,10,7,-3
Cc1sc(NC(=O)C2CCCO2)c(C#N)c1C (stereo not given),-1,-2,5,1.4,1.8,0.6,-13,/,-4,-10,-7
COc1ccc(CCNC(=S)NC(=O)/C=C/c2ccc(C)cc2)cc1OC,-2,-1,143,-1.8,2.4,-0.2,9&1,4.8,1,4,-6
CS(=O)(=O)c1cccc(NC(=O)CSc2nnc3n2CCCCC3)c1,2,-2,17,0.6,-1.0,0.2,5,2.5,1,-6,4
C/C(=N\NC(=O)c1cc(-c2ccncc2)nc2ccccc12)c1ccc(OC(F)F)cc1,1,-2,43,-2.9,-3.1,1.1,-10,1.0,-11,-4,2
O=C(COC(=O)CNS(=O)(=O)c1cccc(Br)c1)Nc1ccccc1Sc1ccccc1,2,0,3,5.3,2.8,-1.4,6,1.5,-3,-2,-9
COc1cccc(-n2cnc3c(sc4nc(N5CCOCC5)c5c(c43)CCCC5)c2=O)c1,-2,-2,1,3.0,1.4,-0.2,6,-3.5,-5,8,2
O=C(COC(=O)c1cccc([N+](=O)[O-])c1)c1ccc(OCc2ccccc2)cc1,2,-5,-4,2.2,-2.9,-1.4,-4,4.7,2,-24,-5
COc1ccc(-c2ccc(NCCN3CCOCC3)nn2)cc1OC,0,-2,-7,1.4,1.7,-2.7,-5,-1.7,-7,0,3
COc1cccc(NC(=O)CCN2C(=O)c3ccc([N+](=O)[O-])cc3C2=O)c1,-6,2,5,-0.7,-0.1,-6.3,8,2.7,9,15,-6
CCOc1ccc(Oc2ccc(NC(=O)[C@@H](NC(N)=O)[C@@H](C)CC)cc2)cc1,-4,-1,24,-1.7,0.2,-0.2,2,-3.7,-12,11,-6
COCCSc1ccccc1C(=O)Nc1cc([N+](=O)[O-])ccc1OC,-3,-3,/,1.2,1.6,0.8,7,3.4,12,9,-4
CC(=O)NCCNC(=O)c1cc(-c2cccc3ccccc23)nc2ccccc12,1,0,1,-1.0,-1.3,-0.1,-4,0.6,0,-23,4
Cc1noc(C)c1CSCC(=O)Nc1cc(S(C)(=O)=O)ccc1Cl,-2,-2,43,-0.2,0.7,-0.2,0,2.7,2,4,-11
CNC(=O)Cn1nc(-c2ccc(C)cc2)c2ccccc2c1=O,-1,-2,1,1.7,2.8,-0.5,-9,1.2,-13,4,3
O=C(Cc1cccs1)NCc1ccc(Cl)cc1,-1,-1,2,1.6,1.2,1.1,-4,3.2,-5,4,-12
CC[C@@H](C)[C@H](C(CC(=O)N1CCCC1[C@@H](OC)[C@H](C)C(=O)N[C@H](Cc1ccccc1)c1nccs1)OC)N(C)C(=O)[C@H](NC(=O)[C@@H](C(C)C)N(C)C)C(C)C (stereo not given in full),3,-2,/,/,/,-0.1,-10,4.7,6,-11,1
Cc1ccc(Oc2ccc(/C=N/O)cn2)cc1,2,-2,1,4.8,1.6,0.6,4,2.4,8,-3,-17
O=C(Nc1ccc(S(=O)(=O)NCC2CCCO2)cc1)c1cnccn1 (stereo not given),0,-1,1,4.3,2.0,-1.1,-4,2.4,-12,9,-2
Cn1c(=O)n(CCOc2ccc(Cl)cc2Cl)c2ccccc21,2,-2,-3,3.6,1.4,1.8,-2,2.5,2,-18,1
Cc1ccnc(NC(=O)c2ccc3[nH]c(=O)c(=O)[nH]c3c2)c1,-2,4,-49,3.6,-1.1,0.4,-5,3.1,7,9,-3
COc1ccc(N2C(=O)C3CCCN3C2c2cc(OC)c(OC)c(OC)c2)cc1 (stereo not given),7,0,41,3.6,2.2,0.6,24,-1.7,0,-18,-3
COc1ccc2c(c1)c(CCNNC(=O)C(C)(C)C)c(C)n2C(=O)c1ccc(Cl)cc1,5,-4,-13,1.8,-2.9,-1.5,-2,1.2,-3,-22,-14
Cc1ccc(C(=O)CCC(=O)OCC(=O)NNC(=O)c2ccccc2Cl)cc1,8,-4,3,-1.3,1.6,-2.3,-4,7.1,-3,-10,-10
Nc1cc(=O)[nH]c(SCC(=O)NCCC2=CCCCC2)n1,2,-2,-2,0.2,1.5,-0.3,-12,2.1,-1,-6,5
O=[N+]([O-])c1cc(S(=O)(=O)Nc2ccccc2)ccc1N1CCN(c2ccccc2)CC1,-10,6,22,2.0,3.8,1.0,5,0.1,-8,27,-6
COc1ccc(OC)c(S(=O)(=O)NC2CC2)c1,3,2,-4,-0.2,1.4,0.7,0,1.2,-1,-10,4
CC1=C(C(=O)OCC2CCCO2)C(c2ccncc2)C2=C(CC(C)(C)CC2=O)N1 (stereo not given),1,-3,-8,-0.4,0.9,-1.3,2,1.6,-6,18,-7
O=C(O)c1ccc(-n2nnc3ccccc32)c([N+](=O)[O-])c1,-1,-1,-16,4.2,0.4,1.0,3,4.1,0,10,4
O=C(O)c1ccccc1Nc1ccccc1C(=O)O,-3,2,/,-0.2,0.2,1.2,8,3.2,4,-29,-3
OCCNc1nc(NCCC2=CCCCC2)nc(N2CCOCC2)n1,1,3,-28,4.3,-0.6,-0.2,-5,1.0,7,-22,-3
COc1cccc(CNC(=O)c2cccc(Br)c2)c1,2,-2,2,1.2,-2.4,-1.1,-5,1.7,-2,-2,-7
CCn1c(=S)[nH]c2cc(S(=O)(=O)N3CCOCC3)ccc21,-1,0,-2,-2.4,0.8,-0.3,-2,-0.4,-4,3,2
O=C(Nc1nccs1)c1ccc(S(=O)(=O)N2CCOCC2)cc1,1,-3,-12,2.7,-0.7,0.7,-4,1.2,4,25,-5
COc1ccccc1C(=O)NCC(=O)N=Nc1c(O)n(C(C)C)c2ccccc12,-1,0,0,3.2,1.4,1.5,-5,-1.1,-12,33,-12
CC(NC(=O)C(NC(=O)C(Cc1c[nH]c2ccccc12)NC(=O)OC(C)(C)C)C(C)C)C(N)=O (stereo not given),0,3,-11,-0.2,0.6,1.7,1,5.9,7,-1,6
CCN(CC)S(=O)(=O)c1ccc(NC(=O)CSc2nc3nc(C)cc(C)c3c(=O)[nH]2)cc1,1,4,/,/,/,1.4,3,5.2,-2,-1,-6
COc1ccc(NC(=O)COc2ccccc2)cc1Cl,2,-12,-25,2.9,-0.5,0.9,0,1.5,17,-9,1
COc1cccc(/C(O)=C/c2nc3ccc(C(=O)NCCc4ccc(Cl)cc4)cc3[nH]c2=O)c1,-1,1,/,/,/,-2.4,-3,2.2,-4,7,-8
Cc1ccc(Oc2ccc(S(=O)(=O)NCC(C)(C)N3CCOCC3)cc2)cc1,-9,0,5,-0.4,0.3,-7.3,13,-0.5,-2,5,6
